Screening results (PubChem BioAssay)
SENP8 block-1: human SENP8 protease inhibitors, primary screen, biochemical, fluorescence, Nedd8 protein substrate, uHTS; inhibition, % at 20 µM; actives 0.64% (n = 360,000); recombinant SENP8; AID 602440, 2012; in the data active = inhibition mostly above about 40%, no sharp cut-off; inactive = mostly below about 27%
Target sequence (Q96LD8 whole entry, looked up): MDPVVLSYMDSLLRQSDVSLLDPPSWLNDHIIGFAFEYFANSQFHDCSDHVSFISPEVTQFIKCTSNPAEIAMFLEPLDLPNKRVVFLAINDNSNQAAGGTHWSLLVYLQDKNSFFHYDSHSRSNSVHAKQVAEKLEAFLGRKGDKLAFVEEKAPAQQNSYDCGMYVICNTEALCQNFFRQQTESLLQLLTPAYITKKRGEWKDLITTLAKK
APOBEC3G inh: APOBEC3G DNA deaminase inhibitors, primary screen, biochemical, fluorescence, single-stranded DNA substrate, uHTS | actives 0.28% (n = 330,000) | inhibition, % at 20 µM | recombinant A3G, ssDNA deamination FAM/TAMRA fluorescence | DNA dC->dU-editing enzyme APOBEC-3G (Homo sapiens), Q9HC16 | AID 493012, 2011;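 active = inhibition of at least 40% at 20 µM, with no more than 30% in the related APOBEC3A deaminase screen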;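 note: plate controls were DMSO wells with A3G for no effect and wells lacking A3G enzyme for full effect; some compounds called inactive have numbers as strong as hits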
Apaf1 inhib: inhibitors of human Apaf-1 apoptosome, primary screen, biochemical, DEVD-Rh110 fluorescence, uHTS | Apoptotic protease-activating factor 1 (Homo sapiens), O14727 | actives 0.71% (n = 330,000) | inhibition, % at 20 µM | reconstituted apoptosome caspase-3 activity; active = inhibition of at least 40% at 20 µM;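 note: plate controls were DMSO wells for no effect and DEVD-CHO caspase inhibitor wells for full effect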
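Material: biochemical Apaf-1 apoptosome reconstitution. Medium: Hepes buffer, pH 7.5. Also added: cytochrome c activation, bis-DEVD rhodamine 110 substrate. Timing: 30 min compound preincubation, 50 min activation, room temperature. Measured by: rhodamine 110 fluorescence at Ex 480/Em 540 nm.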
SENP8 block-2: SENP8 protease inhibitors, primary screen, biochemical, luminescence | inhibition, % at 10 µM | Sentrin-specific protease 8 (Homo sapiens), Q96LD8 | actives 1.2% (n = 330,000) | AID 2540, 2010 | purified SENP8, Z-RLRGG-aminoluciferin cleavage; in the data active = inhibition above about 50%
UBC13 inh: UBC13 polyubiquitin chain formation inhibitors, primary screen, biochemical, TR-FRET, uHTS | inhibition, % at 20 µM | Ubiquitin-conjugating enzyme E2 N (Homo sapiens), P61088 | actives 0.47% (n = 330,000); in the data active = inhibition above about 45%, passing the limit was not always enough
SENP7 block: SENP7 protease inhibitors, primary screen, biochemical, luminescence, uHTS | Sentrin-specific protease 7 (Homo sapiens), Q9BQF6 | AID 434973, 2010 | recombinant SENP7, Z-RLRGG-aminoluciferin luminescence, 40 min | actives 1.5% (n = 330,000) | inhibition, % at 5 µM;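 active = inhibition above about 50% at the single test dose, limit read from the data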;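 note: plate controls were DMSO with enzyme for no effect and no enzyme buffer wells for full effect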
Target sequence (Q9BQF6 706-1050 limits assumed): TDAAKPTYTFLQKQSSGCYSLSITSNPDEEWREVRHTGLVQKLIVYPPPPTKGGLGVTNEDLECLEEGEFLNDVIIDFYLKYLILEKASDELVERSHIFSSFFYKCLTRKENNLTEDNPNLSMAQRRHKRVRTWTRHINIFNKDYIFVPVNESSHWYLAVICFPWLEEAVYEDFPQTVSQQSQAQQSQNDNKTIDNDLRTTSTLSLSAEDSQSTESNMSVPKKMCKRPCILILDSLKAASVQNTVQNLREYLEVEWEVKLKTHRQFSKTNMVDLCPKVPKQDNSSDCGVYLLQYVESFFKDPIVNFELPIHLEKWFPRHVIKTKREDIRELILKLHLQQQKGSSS
SENP6 block: SENP6 protease inhibitors, primary screen, biochemical, luminescence, uHTS | Sentrin-specific protease 6 (Homo sapiens), Q9GZR1 | Recombinant SENP6 catalytic domain, aminoluciferin luminescence | inhibition, % at 10 µM | actives 1.8% (n = 330,000);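 active = inhibition above about 50% at the single tested dose, limit read from the data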;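 note: plate controls were DMSO wells with enzyme for no effect and DMSO wells lacking enzyme for full effect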
Target sequence (Q9GZR1 628-1112 limits assumed): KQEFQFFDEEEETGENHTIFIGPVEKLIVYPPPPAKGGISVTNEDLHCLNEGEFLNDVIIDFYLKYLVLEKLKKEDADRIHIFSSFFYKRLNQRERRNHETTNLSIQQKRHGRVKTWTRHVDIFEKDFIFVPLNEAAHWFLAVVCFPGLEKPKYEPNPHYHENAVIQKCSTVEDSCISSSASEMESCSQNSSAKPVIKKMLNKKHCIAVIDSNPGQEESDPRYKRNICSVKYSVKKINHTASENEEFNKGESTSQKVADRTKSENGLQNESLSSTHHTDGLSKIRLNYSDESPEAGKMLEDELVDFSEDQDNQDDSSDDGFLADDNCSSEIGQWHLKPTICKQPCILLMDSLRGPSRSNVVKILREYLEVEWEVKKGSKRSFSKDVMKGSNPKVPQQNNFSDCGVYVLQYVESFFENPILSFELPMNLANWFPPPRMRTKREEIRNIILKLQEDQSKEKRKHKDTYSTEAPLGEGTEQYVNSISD
SENP1 inh: human SENP1 catalytic domain inhibitors, primary screen, biochemical, FRET, uHTS; recombinant SENP1 catalytic domain, CyPet-SUMO1-YPet FRET cleavage; inhibition, % at 10 µM; actives 0.21% (n = 360,000); AID 624204, 2012;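 active = inhibition at least 30% at 10 µM, raw YFP signal under a set limit, fluorescence ratio 0.5 to 1.5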;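 note: 0% = enzyme with DMSO and 100% = no enzyme wells; some results filed as inactive read as strong as hits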
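Test system: human SENP1 catalytic domain; medium: Tris pH 8 buffer plus EDTA, NaCl, BME, BSA, NP40, catalase; incubation: 50 min reaction at room temperature; technique: FRET, CFP and YFP emission; controls: no-enzyme low control and enzyme-plus-DMSO high control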
* marks the source's active call; other numbers are inactive results; i = inactive; . = not tested or not shown.

Order of values – SENP8 block-2	SENP8 block-1	UBC13 inh	SENP6 block	APOBEC3G inh	Apaf1 inhib	SENP1 inh	SENP7 block
COc1ccc(S(=O)(=O)Nc2ccc3c(c2)OCCO3)cc1Cl
  -5.5	13.5	-1.6	-26.2	-3.3	9.4	-0.7	-3.6
COc1ccc(Nc2nc(NC(C)(C)C)nc(N3CCOCC3)n2)c(OC)c1
  -14.4	12.1	-3.9	-4.7	0.2	9.9	-1.0	-4.5
Cc1nc2ccccc2nc1OCc1ccc([N+](=O)[O-])cc1
  5.0	7.4	3.0	8.4	-2.3	-2.3	0.4	1.4
C#CCOCCOCCOCCNc1nc(N2CCN(C(=O)CCCCCCCCCCNC(=O)[C@H]([C@@H](C)CC)n3cc(CCCCCN)nn3)CC2)nc(N2CCN(C(=O)CCCCCCCCCCNC(=O)[C@@H]([C@H](C)O)n3cc(C)nn3)CC2)n1
  -2.9	28.3	118.4*	-27.1	5.5	49.9*	0.0	5.6
COc1ccccc1C(=O)Nc1ccc(S(=O)(=O)Nc2nccs2)cc1
  2.1	8.9	-5.1	-10.8	3.0	5.2	2.1	2.7
O=C(CSc1nnnn1-c1ccccc1)N1CCN(C(=O)c2ccco2)CC1
  2.7	17.8	1.2	22.6	-10.0	-4.3	-0.1	9.0
Cc1nnc(SCC(=O)NNC(=O)COc2ccc(Br)cc2)n1C
  11.2	13.9	-7.8	3.9	0.2	2.8	1.9	-1.1
CN(C)c1ccc(/C=N/NC(=O)c2cccc(N3CCCC3=O)c2)cc1
  -0.1	-400.3	5.5	-4.1	-3.5	-12.0	-3.2	10.2
CC1CC(C)CN(C(=O)COC(=O)c2ccc(Cl)nc2)C1 (stereo unspecified)
  10.2	-6.6	2.6	-1.3	-1.8	-2.3	1.5	4.1
CC(C)CNS(=O)(=O)c1ccc(S(=O)(=O)N2CCC(N3CCCCC3)CC2)cc1
  -5.6	11.3	-3.9	-1.8	-6.9	-3.7	2.1	4.7

4 records picked at random from the list so far:
Order of values – SENP8 block-2	SENP8 block-1	UBC13 inh	SENP6 block	APOBEC3G inh	Apaf1 inhib	SENP1 inh	SENP7 block
CC(C)CNS(=O)(=O)c1ccc(S(=O)(=O)N2CCC(N3CCCCC3)CC2)cc1
  -5.6	11.3	-3.9	-1.8	-6.9	-3.7	2.1	4.7
Cc1nnc(SCC(=O)NNC(=O)COc2ccc(Br)cc2)n1C
  11.2	13.9	-7.8	3.9	0.2	2.8	1.9	-1.1
CC1CC(C)CN(C(=O)COC(=O)c2ccc(Cl)nc2)C1 (stereo unspecified)
  10.2	-6.6	2.6	-1.3	-1.8	-2.3	1.5	4.1
CN(C)c1ccc(/C=N/NC(=O)c2cccc(N3CCCC3=O)c2)cc1
  -0.1	-400.3	5.5	-4.1	-3.5	-12.0	-3.2	10.2

Other entries:
Order of values – SENP8 block-2	SENP8 block-1	UBC13 inh	SENP6 block	APOBEC3G inh	Apaf1 inhib	SENP1 inh	SENP7 block
CNC(=O)/C=C1\NC(C)(C)Cc2ccccc21
  -1.6	13.0	-14.1	-2.3	14.9	3.0	2.1	0.9
Cc1cccc(C)c1OCCn1nc(C(=O)O)c2ccccc2c1=O
  -11.3	19.4	-6.8	2.8	-6.8	7.6	2.0	10.8
Cc1csc(NC(=O)CSc2nnc3c4ccccc4nc(C(C)(C)C)n23)n1
  -8.6	10.6	17.0	-15.9	7.1	34.4	-2.1	-11.4
CCN(CC(=O)NCc1ccc(F)cc1)C(=O)c1ccc2c(c1)OCO2
  -3.0	12.9	2.1	-5.9	-3.7	-1.1	1.1	0.3
COc1cccc(OCc2ccc(Cl)cc2)c1C#N
  92.9*	13.6	-7.2	90.5*	-2.7	9.0	0.0	97.2*
CCOC(=O)C1CCCN(C(=O)COc2ccccc2O)C1 (stereo unspecified)
  -0.6	20.2	-4.6	-2.3	1.4	7.5	1.2	1.4
COc1ccc(C(CCN(Cc2ccc(OC)c(OC)c2)C(C)=O)C(C)C)cc1 (stereo unspecified)
  -7.7	10.4	2.6	1.6	18.3	11.4	-0.3	-1.2
O=C(CC(C(=O)O)C1CCCO1)NCc1ccccc1 (stereo unspecified)
  -15.0	19.0	-3.3	-11.4	-3.9	-3.5	0.5	-5.3
CC1CCCN(C(=O)c2ccc3c(=O)n(Cc4ccc5c(c4)OCO5)c(=S)[nH]c3c2)C1 (stereo unspecified)
  -2.1	9.6	15.1	8.7	-5.7	11.9	0.2	6.3
COc1ccccc1OC(C)C(=O)Nc1ccc2c(c1)n(C)c(=O)n2C (stereo unspecified)
  -3.7	-6.9	-0.7	10.5	-2.9	-9.6	-2.6	-6.0
NS(=O)(=O)c1ccc(NC(=O)COC(=O)CCC2CCCCC2)cc1
  -13.0	5.6	-11.1	2.5	-5.5	11.1	3.1	-4.9
COCCN=c1scc(-c2cccs2)n1/N=C/c1ccc(O)c(O)c1O
  -5.2	34.2	-10.7	-12.7	-3.6	16.7	6.9	3.6
Cc1ccsc1/C=N/Nc1nc(=O)[nH]nc1C
  80.1*	11.7	-16.4	91.0*	-7.7	-5.0	0.6	89.4*
CCOC(=O)C1=C(CN2CCOCC2)NC(=O)NC1c1cccc([N+](=O)[O-])c1 (stereo unspecified)
  -3.1	12.5	-4.6	5.3	-4.8	-3.8	2.4	-0.8
O=C(O)c1cccc2c1C(=O)c1ccc(-c3ccc(F)cc3OCc3ccccc3)cc1S2(=O)=O
  -6.3	0.7	-20.2	11.7	1.5	20.7	-19.0	13.4
COc1cccc(NC(=O)Nc2nnc(Cc3ccc(OC)c(OC)c3)s2)c1
  12.8	6.3	4.7	16.0	-0.9	10.3	1.4	4.7
CCN(CC)S(=O)(=O)c1ccc(C(=O)OCn2nnc3ccccc3c2=O)cc1
  -6.0	21.1	0.7	-16.7	-5.2	10.1	-0.1	13.2
O=C(COC(=O)c1ccc(Br)cc1)NCCc1ccccc1
  4.6	-5.7	-5.2	1.7	-2.8	13.0	3.4	6.7
O=C(NC(=S)Nc1ccc2nc[nH]c2c1)c1ccccc1
  17.7	2.5	-6.9	38.0	-6.2	0.1	0.0	28.1
Cc1ccc(NC(=O)CCN2C(=O)c3cccc([N+](=O)[O-])c3C2=O)c(Br)c1
  -7.8	9.2	-12.0	-7.9	-4.1	-1.5	-1.6	8.5
Cc1c(-c2ccc(Br)cc2)[n+](=O)c2c(n1[O-])CCCC2
  -9.5	14.4	-3.6	-1.2	-7.0	-8.2	2.7	-1.9
O=c1o[nH]c(-c2ccccc2)c1-c1ccccc1
  -5.9	15.3	-10.0	2.6	-2.8	14.8	-0.4	2.8
COc1ccc(NC(=O)CN(C)S(=O)(=O)c2ccc3c(c2)CC(C)N3C(C)=O)cc1OC (stereo unspecified)
  14.0	9.8	-1.6	5.0	-3.4	-2.4	0.4	7.1
COc1ccc(C2(C(=O)NCC3CCCO3)CCOCC2)cc1 (stereo unspecified)
  -6.7	1.5	6.6	13.6	-3.6	2.9	0.5	-2.7
O=c1cc(C(F)(F)F)[nH]c2c(C(F)(F)F)cccc12
  -10.4	i	8.4	-5.1	-12.8	2.6	-0.3	-13.2
CNc1oc(-c2ccccc2Cl)nc1C#N
  0.0	-439.7	6.0	-11.9	-4.0	-6.4	1.7	-6.2
Cc1cccc(C(=O)Oc2ccc(/C=N/O)cc2)c1
  69.1*	5.0	1.8	76.2*	-10.5	5.0	1.8	2.9
O=C(CSc1nnc(-c2ccc3c(c2)OCCO3)o1)N1CCCC1
  -8.7	-0.7	5.1	-15.7	-8.2	-15.8	8.1	-0.4
CCC(C)C(NC(N)=O)C(=O)Nc1ccc(S(=O)(=O)Nc2ccc(OC)cc2)cc1 (stereo unspecified)
  -3.2	12.0	8.4	5.8	-5.8	1.2	-1.1	2.8
COc1ccc(/C=C/C(=O)Nc2sc(Cc3ccccc3)c(C)c2C(N)=O)cc1
  1.0	-135.5	2.7	1.4	-0.4	0.6	-28.9	10.0
Cc1ccc(C(=O)NC2c3ccccc3-c3ccccc32)cc1
  -1.3	14.1	2.5	-3.1	-7.2	-9.7	0.1	3.4
CCN(CC)Cc1c(C(=O)N/N=C/c2cccc(OCc3ccc(F)cc3)c2)nnn1-c1nonc1N
  -5.1	-2.4	-16.6	2.1	-2.1	19.8	1.1	-2.4
O=C1CC(c2ccc(F)c(Br)c2)C2=C(CCCC2=O)N1 (stereo unspecified)
  -2.8	10.6	-0.5	1.5	-8.7	-2.2	1.9	2.7
CN(C)CCCN(C(=O)c1cc(Cl)sc1Cl)c1nc2cc3c(cc2s1)OCO3
  0.1	3.9	18.4	-1.5	-4.9	20.1	1.1	-13.7
CC(C)CC(=O)NC(=S)Nc1cccc(NC(=O)c2ccccc2Cl)c1
  -0.4	3.5	3.1	-3.9	-4.2	9.5	0.2	6.0
Cc1nn(CCOc2ccc(Br)cc2)c(C)c1[N+](=O)[O-]
  1.5	11.3	2.4	-14.3	-3.0	0.2	0.6	0.8
Cc1cccc(CN2CCN(Cc3cccc4nonc34)CC2CCO)n1 (stereo unspecified)
  3.7	8.7	0.7	-5.2	3.5	-8.1	5.8	3.7
CCC(C)(C)n1nnnc1C(c1cc(OC)c(OC)c(OC)c1)N1CCN(c2ccccc2)CC1 (stereo unspecified)
  0.5	13.4	-4.5	8.7	-1.3	3.4	2.7	-6.7
C=CCC[C@@H](Cc1ccc(F)cc1)C(=O)OC[C@@H](Cc1c[nH]c2ccccc12)NC(=O)[C@@H](CC=C)CC(=O)N[C@@H](CO)Cc1ccccc1
  -5.8	10.9	-6.9	2.8	1.3	14.7	1.7	1.3
COc1cccc(C2CC(c3ccc(C)cc3)Nc3nc(N)nn32)c1 (stereo unspecified)
  0.9	-131.2	-0.2	-7.3	-7.7	-9.6	1.5	-9.2
O=C(CN1C(=O)NC2(CCCCC2)C1=O)NCCc1ccc(Cl)cc1Cl
  -11.5	28.2	-1.0	-6.8	-4.3	-1.3	-0.8	8.8
CCOc1ccc(N/C(C)=C/C(=O)c2ccc3c(c2)OCCO3)cc1
  -25.6	4.3	8.5	3.5	-2.0	2.5	-10.1	-13.2
Nc1ncnc2c1ncn2[C@@H]1O[C@H](CO)C[C@@H]1O
  9.6	.	0.7	-8.1	-6.1	-8.6	.	9.2
CCc1ccc(/C=C2\Oc3c(ccc(O)c3CN3CCN(CCO)CC3)C2=O)cc1
  -6.8	-228.2	-9.6	-18.0	-9.5	-11.4	-32.8	-7.4
C=CCN(c1ccc(Br)cc1C(=O)OC)S(C)(=O)=O
  0.5	17.1	3.8	-11.6	-3.9	0.0	3.8	-1.9
O=C(CCc1ccccc1)NC(NC(=S)Nc1cccc(Cl)c1)C(Cl)(Cl)Cl (stereo unspecified)
  -1.7	-66.8	-7.8	-58.2	-6.6	5.4	-0.5	0.2
Cn1c(COc2ccccc2)nnc1SCC(=O)c1cccc([N+](=O)[O-])c1
  -3.5	-1.5	3.2	5.5	-2.3	2.6	1.1	5.7
Cn1c(=O)c2c(nc(Sc3ncccn3)n2Cc2ccccc2Cl)n(C)c1=O
  -1.6	10.3	4.8	1.2	-2.6	-11.1	0.6	5.0
c1ccc(SCCOCCn2cncn2)cc1
  -2.6	25.1	5.6	-18.8	2.0	-2.7	0.4	6.9
